Pol kappa inh = DNA polymerase kappa (human) inhibition. Potency, µM (highest dose often 107 µM), for inactives: top-dose activity, negative = inhibition, hits mostly inhibitors. 400,000 tested, 0.53% active. purified Pol kappa, fluorescent DNA synthesis assay, 10 min; note: % is set by controls: 0 for no effect and ±100 for the full control effect
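10 nM Pol kappa preincubated 15 min at room temperature with compounds, then reaction started with substrate at 50 nM final. Fluorescence read kinetically at 0 and 10 min; buffer-only wells served as negative control.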
JMJD2A Tudor = JMJD2A Tudor domain (human) inhibition; O75164; AlphaScreen JMJD2A-Tudor / H3K4me3 peptide binding; Potency, µM (doses to about 114 µM), for the others: top-dose activity change, negative = inhibition, actives largely listed as inhibitors; 390,000 tested, 4.4% active; note: % is set by controls: 0 for no effect and ±100 for the full control effect; nearly all actives have a fitted effect of over 50% in size
POLB inh = inhibitors of human DNA polymerase beta; Potency, µM (series often up to 114 µM), for the others: top-dose activity change, negative = inhibition, hits mostly inhibitors; 340,000 tested, 1.3% active; P06746; Pol beta primer extension/strand displacement, fluorescence kinetic; note: % is set by controls: 0 for no effect and ±100 for the full control effect
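Curves were derived by four-parameter Hill fits of normalized qHTS data. The kinetic fluorescent primer-extension read was taken at 0 and 10 min after 50 nM substrate, following a 15 min room-temperature preincubation of 10 nM enzyme with compounds.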
APE1 inh = APE1 (human) endonuclease inhibition; Potency, µM (top dose mostly 65.8 µM), inactives show top-dose activity change, negative = inhibition, actives largely listed as inhibitors; AID 2517; recombinant APE1, TAMRA/BHQ-2 abasic DNA cleavage fluorescence; 350,000 tested, 0.35% active; P27695;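 note: plate controls were vehicle for no effect and reference inhibitor for full effect; nearly all actives have a fitted effect of over 55% in size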
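Readout is kinetic fluorescence (ex 525, em 598 nm) from cleavage of 50 nM TAMRA/BHQ-2 THF abasic duplex by 0.75 nM APE1, compound added 15 min beforehand at RT.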
POLI inh = DNA polymerase iota (human) inhibition; Pol iota fluorescent replication assay, 10 min; 390,000 tested, 1% active; Potency, µM (highest dose often 115 µM), for the others: at the highest dose activity, negative = inhibition, usual class: inhibitors; Q9UNA4
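Fluorescent replication assay read twice, at 0 min and 10 min after adding 50 nM (final) substrate. Enzyme (10 nM) and compounds were first incubated 15 min at room temperature; enzyme-free buffer wells were negative controls.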
G9a inh = inhibitors of human histone lysine methyltransferase G9a | Q96KQ7 | G9a H3K9 monomethylation, AlphaScreen, 2 h | Potency, µM (top dose mostly 102 µM), for the others: at the highest dose activity, negative = inhibition, actives largely listed as inhibitors | 350,000 tested, 8.8% active | AID 504332; note: % is set by controls: 0 for no effect and ±100 for the full control effect; nearly all actives have a fitted effect of over 75% in size
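Signal arises when biotinylated H3K9 peptide, once monomethylated, bridges streptavidin donor and antibody-captured acceptor beads. Enzyme at 20 nM was preincubated 15 min with test compounds; peptide 500 nM and SAM 20 uM then reacted for 2 h.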
BLM helicase inh = Bloom syndrome helicase (human) inhibition; P54132; recombinant BLM DNA unwinding, fluorescence dequenching; Potency, µM (top dose mostly 56.1 µM), for inactives: at the highest dose activity change, negative = inhibition, most hits filed as inhibitors; AID 2528; 350,000 tested, 0.2% active;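 note: plate controls were vehicle for no effect and no enzyme for full effect; nearly all actives have a fitted effect of over 35% in size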
Target sequence (P54132 whole entry, looked up): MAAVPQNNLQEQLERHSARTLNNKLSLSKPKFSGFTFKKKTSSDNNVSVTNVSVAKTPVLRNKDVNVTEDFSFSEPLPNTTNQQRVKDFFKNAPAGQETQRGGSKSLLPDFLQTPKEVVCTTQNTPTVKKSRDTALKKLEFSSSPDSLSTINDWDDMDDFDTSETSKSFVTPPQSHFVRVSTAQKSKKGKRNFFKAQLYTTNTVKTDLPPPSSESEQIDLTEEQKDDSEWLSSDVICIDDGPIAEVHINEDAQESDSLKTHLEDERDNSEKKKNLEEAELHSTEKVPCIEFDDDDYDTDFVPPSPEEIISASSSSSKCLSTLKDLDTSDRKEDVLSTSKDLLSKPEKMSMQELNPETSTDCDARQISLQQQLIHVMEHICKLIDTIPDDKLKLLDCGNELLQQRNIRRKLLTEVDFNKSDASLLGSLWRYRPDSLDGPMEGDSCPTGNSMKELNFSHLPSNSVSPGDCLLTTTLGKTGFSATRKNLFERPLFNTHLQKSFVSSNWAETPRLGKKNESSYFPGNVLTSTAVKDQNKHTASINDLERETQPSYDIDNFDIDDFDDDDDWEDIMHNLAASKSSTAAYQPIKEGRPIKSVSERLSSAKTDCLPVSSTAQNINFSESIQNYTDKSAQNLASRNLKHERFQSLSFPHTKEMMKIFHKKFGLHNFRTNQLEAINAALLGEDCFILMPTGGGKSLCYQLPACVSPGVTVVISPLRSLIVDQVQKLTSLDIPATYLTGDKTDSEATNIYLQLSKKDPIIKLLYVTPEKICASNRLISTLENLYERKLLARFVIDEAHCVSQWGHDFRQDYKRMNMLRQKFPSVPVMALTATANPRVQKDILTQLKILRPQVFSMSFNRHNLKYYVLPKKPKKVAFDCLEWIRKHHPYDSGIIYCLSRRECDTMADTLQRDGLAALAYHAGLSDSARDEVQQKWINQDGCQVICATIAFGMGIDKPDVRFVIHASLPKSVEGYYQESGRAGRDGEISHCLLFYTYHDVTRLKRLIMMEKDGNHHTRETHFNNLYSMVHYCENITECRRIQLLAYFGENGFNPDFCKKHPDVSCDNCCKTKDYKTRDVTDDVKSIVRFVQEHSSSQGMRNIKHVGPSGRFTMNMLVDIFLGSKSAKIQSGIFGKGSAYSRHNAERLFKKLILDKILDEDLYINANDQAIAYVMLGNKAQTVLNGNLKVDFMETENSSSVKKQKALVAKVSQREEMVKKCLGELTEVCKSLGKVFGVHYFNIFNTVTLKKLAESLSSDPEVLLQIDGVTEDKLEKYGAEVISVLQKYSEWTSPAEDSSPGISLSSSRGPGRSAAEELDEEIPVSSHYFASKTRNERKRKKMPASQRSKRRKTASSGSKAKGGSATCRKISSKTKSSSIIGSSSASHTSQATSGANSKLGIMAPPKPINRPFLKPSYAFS
BAZ2B inh = inhibitors of human BAZ2B bromodomain | 360,000 tested, 4.4% active | AlphaScreen BAZ2B-H3K14Ac peptide displacement | Potency, µM (titrated, usually from 114 µM), for the others: top-dose activity change, negative = inhibition, usual class: inhibitors; note: % is set by controls: 0 for no effect and ±100 for the full control effect; nearly all actives have a fitted effect of over 60% in size
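AlphaScreen displacement: compounds (up to 110uM) incubated 30 min at room temperature with a preformed 50 nM BAZ2B/50 nM biotinylated H3K14Ac peptide complex in PBS pH 7.4 with Tween-20. Donor and acceptor beads at 10 ug/mL final added, 20 min light-protected before reading.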
Pol eta inh = inhibitors of human DNA polymerase eta; 390,000 tested, 1.2% active; Potency, µM (series often up to 114 µM), without a hit: at the top dose activity change, negative = inhibition, actives largely listed as inhibitors; recombinant Pol eta, fluorescent DNA replication assay; note: % is set by controls: 0 for no effect and ±100 for the full control effect
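Pol eta at 10 nM preincubated with compounds 15 min at room temperature; reaction started with fluorescent substrate (50 nM final) and read kinetically at 0 and 10 min.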
* = called active by the depositor; ? = inconclusive; . = no result given; & = joins results of further samples; [ ] = dose if it differs, or a comment. Calls come from the whole dose curve; as a rule, active = well fitted curve in the direction sought with a large enough effect; inconclusive = small, poorly fitted or top-dose-only effect, or another doubt; inactive = no such curve, though single readings can be large; an effect the other way counts as inactive or inconclusive. Potency is the fitted concentration of half-maximal effect. The list is partial; rates above refer to the full screens.

SMILES	Pol kappa inh	JMJD2A Tudor	POLB inh	APE1 inh	POLI inh	G9a inh	BLM helicase inh	BAZ2B inh	Pol eta inh
O=C(CC1SC(=O)NC1=O)Oc1ccc(/C=N/NC(=O)c2ccccc2O)cc1 (stereo unspecified)	?	-4%	?	2%	?	4%[59 µM]	-2%	-13%	?
Cc1ccccc1NC(=O)COC(=O)C1C2CC3OC(=O)C1C3C2 (stereo unspecified)	6%	-12%	-10%	12%	44%[activator]	8%	-5%	-12%	-11%
COC(=O)c1ccc(NC(=O)Cc2ccc(C)cc2)cc1	1%	-11%	0%	?	6%	-6%[59 µM]	-5%	10%	6%
COc1ccc(NC(=O)c2cc(C)on2)cc1OC	-10%	-1%	-5%	3%	22%	12%[59 µM]	-2%	-5%	0%
CCOc1cccc(C2c3[nH]c4ccccc4c3CCN2C(=O)CCc2ccccc2)c1 (stereo unspecified)	-4%[60.1 µM]	-32%	16%	.	7%	-39%[59 µM]	-5%	-22%	7%
Cc1cc(C(=O)COC(=O)c2ccc(F)cc2)c(C)n1C	-1%	-8%	.	12%	10%	.	.	.	-11%
CC1CN(C(=O)COC(=O)Cc2ccc(Cl)cc2)CC(C)O1 (stereo unspecified)	11%	3%	.	-2%	-16%	-20%[12.7 µM]	.	32%[activator]	-10%
Cc1nn2c(CN(C(=O)CN3CCOCC3)c3ccccc3)nnc2c2ccccc12	1%	2%	0%	9%	136%[activator]	-28%[59 µM]	-2%	-29%	-5%
Cc1cnc(CNc2ncncc2-c2cccc(C#N)c2)cn1	0%[60.1 µM]	.	.	0%	.	0%[0.501 µM]	0%	.	.
COc1ccc(NC(=O)C2CC(c3ccccc3O)=NO2)cc1OC (stereo unspecified)	-5%	-12%	4%	-9%	30%[activator]	45µM*	0%	3%	-2%
CCOC(=O)c1ccc(NS(=O)(=O)c2ccc(-c3cc(C)no3)cc2)cc1	4%	-2%	1%	.	25%	?	-2%	-11%	-11%
Cc1ccc(S(=O)(=O)c2c(C)cc(C)nc2N2CCCCC2)cc1	-4%	34%	0%	1%	93%[activator]	97%[activator]	-5%	6%	-20%
CSc1nc(-c2ccccc2)c(C#N)c(=O)[nH]1	-1%	4%[11.4 µM]	10%	-3%	-22%	-33%	0%	-13%	-20%
Cc1ccc(/C=N/N2CCOCC2)s1	-1%	-23%	2%	-2%	34%[activator]	6%	-1%	-30%	-4%
Cc1ccc(N2C(=O)CC(Nc3ccccc3)C2=O)cc1 (stereo unspecified)	0%	-9%	-1%	-3%	14%	-4%[59 µM]	-12%	11%	-2%
CCC(Sc1nc2ccccc2c2nc(CCc3c(C)n[nH]c3C)nn12)C(=O)Nc1ccc(F)cc1 (stereo unspecified)	-6%[60.1 µM]	-15%	?	.	?	0%[59 µM]	-1%	-3%	-4%
CCOc1cc(C(=O)OCC(=O)Nc2ncc(Cl)c(C)c2Cl)ccc1OCC(=O)N1CCOCC1	-8%	-13%	-1%[57.1 µM]	1%	0%	45µM*	-2%	4%	?
CCCCNC(=O)c1onc(CSc2ccccc2)c1C(=O)O	1%	0%	52%[activator]	-13%	10%	-3%[0.501 µM]	-6%	?	-19%
CC1Cc2nc(SCC(=O)NC3CCCCC3)n(C)c(=O)c2S1 (stereo unspecified)	-8%	-26%	5%	1%	62%[activator]	-26%[59 µM]	-3%	7%	3%
COc1cccc2cc(C(=O)NCCC3=CCCCC3)c(=O)oc12	-8%	-8%	0%	-8%	64%[activator]	-40%	-2%	-2%	-22%
COc1cc(NC(=O)CSc2ccc(-c3sc(C)nc3C)nn2)cc(OC)c1	-15%	-11%	?	.	-12%	-10%[59 µM]	-5%	-31%	-4%
COc1ccccc1NS(=O)(=O)c1ccc(NC(=O)c2ccccn2)cc1	-7%	-12%	.	-3%	17%	3%	.	9%	-16%
COC(=O)C(C)Sc1ncnc2c1nnn2-c1ccc(F)cc1 (stereo unspecified)	-5%	16%	9%	6%	13%	43%[activator]	0%	10%	1%
CCn1c(=O)cc(SCC(=O)Nc2cccc(C)n2)c2ccccc21	16%	-28%	7%	3%	22%	-33%	-4%	2%	-10%
CCN(C(=O)c1ccc(S(=O)(=O)N2CCC(C)CC2)cc1)C1CCS(=O)(=O)C1 (stereo unspecified)	0%	-1%	.	20%	9%	?	.	14%	-18%

Entries above shown as hits in G9a inh.
molecule	Pol kappa inh	JMJD2A Tudor	APE1 inh	POLI inh	G9a inh	BLM helicase inh	BAZ2B inh	Pol eta inh
COc1ccc(NC(=O)C2CC(c3ccccc3O)=NO2)cc1OC (stereo unspecified)	-5%	-12%	-9%	30%[activator]	45µM*	0%	3%	-2%
CCOc1cc(C(=O)OCC(=O)Nc2ncc(Cl)c(C)c2Cl)ccc1OCC(=O)N1CCOCC1	-8%	-13%	1%	0%	45µM*	-2%	4%	?

Continued:
SMILES	Pol kappa inh	JMJD2A Tudor	POLB inh	APE1 inh	POLI inh	G9a inh	BLM helicase inh	BAZ2B inh	Pol eta inh
O=C(NC1CCCC1)c1ccc(CS(=O)(=O)c2cccc(C(F)(F)F)c2)o1	4%	-16%	3%	-5%	11%	14%[59 µM]	0%	-6%	-7%
Cc1ccc(C(=O)NC(C)(COc2nonc2C)COc2nonc2C)cc1	-4%[60.1 µM]	-4%	9%	-6%	-1%	-1%[12.7 µM]	-4%	1%	9%
CCCCOCCCNC(=S)Nc1ccc(S(=O)(=O)N2CCOCC2)cc1	-1%	2%	3%	-1%	?	?	-3%	-6%	-9%
O=C(CCC(=O)N1CCOc2ccc(Cl)cc21)NCCCN1CCN(Cc2ccccc2)CC1	6%	-11%	-18%	6%	28%	10%	-6%	-18%	-12%
Cc1ccc(-c2nnc(Nc3ccc(O)cc3)c3ccccc23)cc1S(=O)(=O)NCC1CCCO1 (stereo unspecified)	-20%	-32%	?	.	11%	-3%[59 µM]	-9%	?	-25%
O=C(CNS(=O)(=O)c1ccc2ccccc2c1)OCC(=O)c1ccc(Br)s1	-5%	-6%	?	3%	-7%	31%[12.7 µM]	1%	-8%	?
CCOc1ccc(NC(c2ccccn2)c2oc(CO)cc(=O)c2O)cc1 (stereo unspecified)	15%	22µM*	3%	-4%	17%	1.4µM*	-5%	20µM*	-2%
Cc1cccc(N2CCN(C(=O)c3ccccc3NC(=O)C3CC=CCC3C(=O)O)CC2)c1 (stereo unspecified)	-1%	-1%	9%	-4%	-15%	?	-1%	-5%	-7%
CCCN1CCC(NC(=S)Nc2cccc(Cl)c2Cl)CC1	-1%	-7%	8%	-6%	-5%	?	2%	-12%	-11%
C/C(=N\Nc1nc(-c2cc(C)ccc2C)cs1)c1cc2ccccc2oc1=O	-24%	-30%	50µM*	2%	10%	?	-7%	-3%	-4%
Cc1nc2nc(SCC(=O)NCCCN3CCCC3)nn2c(C)c1Cc1ccccc1Cl	-3%	-35%	4%	-16%	80%[activator]	79µM*	-5%	-13%	-4%
COc1ccc(CCNC(=O)CSc2nc3ccccc3nc2Cc2ccc(Cl)cc2)cc1OC	-8%[60.1 µM]	-10%	12%	.	?	-5%[59 µM]	-7%	-23%	-10%
Cc1nn(-c2ccc(N3CCOCC3)nn2)c(C)c1CCC(=O)Nc1ccc(F)cc1F	0%	-29%	34%	.	15%	-2%[59 µM]	3%	25%	-14%
Cc1ccc(NC(=O)c2nc[nH]c2C(=O)N(C)Cc2ccccc2)cc1	1%	-23%	.	-18%	26%	5%[0.501 µM]	.	4%	-30%
CCc1nn(C(C)C(=O)NCc2cccc(OC)c2)c(=O)c2cc3occc3n12 (stereo unspecified)	6%	-12%	24%	78%[activator]	16%	14%	0%	9%	-13%
O=C(Cn1cnc(S(=O)(=O)N2CCCCC2)c1)Nc1ccc(OC(F)(F)F)cc1	-25%	-19%	5%	-10%	-20%	.	-7%	-10%	3%
CC(C)(C)OC(=O)N1CCC[C@H]1c1nnc(SCc2c(Cl)cccc2Cl)o1	-6%	14%	14%	3%	-16%	13%	-9%	3%	-17%
CSCCC(NS(=O)(=O)c1ccc2c(c1)oc(=O)n2C)C(=O)N1CCN(c2cccc(Cl)c2)CC1 (stereo unspecified)	-8%[60.1 µM]	-14%	12%	.	-15%	-7%[59 µM]	0%	-8%	-6%
COc1ccc(N2CCN(C(=O)Cn3ncc4c3-c3cc(C)ccc3OC4)CC2)cc1	10%	-7%	?	.	14%	3%[59 µM]	-2%	-14%	-13%
Cc1nnc(SCC(=O)NCc2ccc(Cl)cc2)[nH]c1=O	-1%	9%	13%	-15%	2%	?	-4%	3%	-15%
OC(COc1ccc(Br)cc1)CN1CCN(c2ccccc2)CC1 (stereo unspecified)	-1%	-7%	11%	1%	17%	10%[59 µM]	-3%	-31%	-14%
CC12C(=O)N(CCC(=O)O)C(=O)C1C1C=CC2C1 (stereo unspecified)	-5%	-9%	-20%	-3%	3%	-15%[12.7 µM]	0%	-5%	10%
CCN(CC)C(=O)[C@]1(c2ccccc2)C[C@@H]1CN	9%[60.1 µM]	.	7%	-4%&0%	.	3%[59 µM]	5%&-4%	-4%	.
O=C(CSc1nnnn1-c1cccnc1)Nc1ccc(F)cc1F	-13%	-2%	-4%	3%	9%	20%	-3%	-11%	1%
COc1cc(NC(=O)CSc2nc(C)c(C(=O)Nc3ccccc3)c(-c3ccc(OC)c(OC)c3)c2C#N)c(OC)cc1Cl	-6%	-22%	-9%	.	26%	-31%[59 µM]	-12%	-11%	-18%
Cc1ccc(S(=O)(=O)n2nc(-n3c(C)ccc3C)c3c(F)cccc32)c2ccccc12	0%	?	?	0%	59%[activator]	5%	0%	-7%	-19%
COCCCNC(=O)c1c(N)n(-c2ccc(S(N)(=O)=O)cc2)c2nc3ccccc3nc12	2%	-5%	14%	-4%	?	-7%[59 µM]	-5%	5%	-11%

In a second layout: three of the compounds above
Values run as follows: Pol kappa inh | JMJD2A Tudor | POLB inh | APE1 inh | POLI inh | G9a inh | BLM helicase inh | BAZ2B inh | Pol eta inh
- Cc1nc2nc(SCC(=O)NCCCN3CCCC3)nn2c(C)c1Cc1ccccc1Cl
  -3% | -35% | 4% | -16% | 80%[activator] | 79µM* | -5% | -13% | -4%
- COc1ccc(CCNC(=O)CSc2nc3ccccc3nc2Cc2ccc(Cl)cc2)cc1OC
  -8%[60.1 µM] | -10% | 12% | . | ? | -5%[59 µM] | -7% | -23% | -10%
- Cc1nn(-c2ccc(N3CCOCC3)nn2)c(C)c1CCC(=O)Nc1ccc(F)cc1F
  0% | -29% | 34% | . | 15% | -2%[59 µM] | 3% | 25% | -14%
